Statin myotox sup = suppressors of simvastatin-induced myotoxicity in C2C12 myotubes | AID 602340 | ATP luminescence, 48 h; scaled: DMSO 0, geranylgeraniol control 100 | rescue of ATP level, % at 7.49 µM | 330,000 tested, 0.78% active;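 active = mean ATP rescue above about 67%, or every replicate alone reaching that limit, limit read from the data, passing the limit was not always enough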;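 also: myotubes were challenged with 10 µM simvastatin during compound exposure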
esBAF inh = blocks esBAF chromatin remodeling in mouse ES cells. reporter increase, % at 12.5 µM. 350,000 tested, 2% active. Bmi1-luciferase knock-in reporter, 24 h; 100% = twice the neutral-well signal; in the data active = activation above about 40%;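 also: 0% = median of the plate's neutral control wells and 100% = double that signal; a rise in the Bmi1 reporter signal indicates esBAF inhibition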
ERp5 block = blocks human ERp5 reductase activity on insulin. Q15084. ERp5 insulin aggregation, absorbance 650 nm, 90 min. inhibition, % at 9.99 µM. 350,000 tested, 0.05% active. AID 651711;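 active = mean replicate inhibition above about 25%, with every replicate also reaching it, limit read from the data, passing the limit was not always enough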
Target sequence (Q15084 whole entry, looked up): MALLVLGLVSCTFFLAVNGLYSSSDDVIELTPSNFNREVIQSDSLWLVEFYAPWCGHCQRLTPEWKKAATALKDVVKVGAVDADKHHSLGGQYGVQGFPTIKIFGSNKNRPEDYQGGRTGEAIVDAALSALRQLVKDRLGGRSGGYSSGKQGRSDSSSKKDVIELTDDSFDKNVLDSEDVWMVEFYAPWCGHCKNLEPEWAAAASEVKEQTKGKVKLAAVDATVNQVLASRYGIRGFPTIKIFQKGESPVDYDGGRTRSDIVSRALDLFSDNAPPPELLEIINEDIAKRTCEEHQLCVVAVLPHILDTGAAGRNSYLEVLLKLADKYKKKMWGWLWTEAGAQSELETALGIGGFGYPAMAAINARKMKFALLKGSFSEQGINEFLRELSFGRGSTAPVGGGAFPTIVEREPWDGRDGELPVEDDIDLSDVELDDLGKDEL
SIRT5 block = blocks human SIRT5 desuccinylation of peptide. 330,000 tested, 1.1% active. Purified SirT5, succinyl-peptide AMC, trypsin-coupled fluorescence. Q9NXA8. AID 652115. inhibition, % at 15 µM; in the data active = inhibition above about 15%
Target sequence (Q9NXA8 whole entry, looked up): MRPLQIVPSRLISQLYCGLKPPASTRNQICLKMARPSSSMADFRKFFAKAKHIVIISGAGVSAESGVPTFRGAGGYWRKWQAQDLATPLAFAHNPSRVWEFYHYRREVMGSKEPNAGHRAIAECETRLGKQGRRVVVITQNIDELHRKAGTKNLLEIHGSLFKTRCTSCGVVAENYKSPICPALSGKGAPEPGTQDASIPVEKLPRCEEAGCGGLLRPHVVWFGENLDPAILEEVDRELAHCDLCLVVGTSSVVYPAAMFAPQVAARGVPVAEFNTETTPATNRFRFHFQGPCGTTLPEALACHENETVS
miR-122 sensor = inhibitors of miR-122 in Huh7 cells; Huh7 miR-122 Renilla luciferase sensor, 48 h; neutral wells = 0, positive control = 100; 340,000 tested, 0.3% active; activation (reporter increase), % at 12.5 µM;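 active = mean replicate activation score at least 90 and every replicate individually at or above 90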;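 also: higher luciferase means less miR-122 activity so hits act as miR-122 inhibitors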
ARNT TACC3 PPI = disrupts binding between human ARNT and TACC3; Q9Y6A5; AlphaScreen His-ARNT PAS-B/GST-TACC3 binding, luminescence; TACC3 fragment carries E629A point mutation; inhibition, % at 9.99 µM; 390,000 tested, 0.66% active;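 active = mean inhibition of replicates at least 50% and at least half of replicates each reaching 50%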;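 also: 0% = complete ARNT plus TACC3 wells and 100% = ARNT alone without TACC3; many hits fall short of the cut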
Cneo AK release = Cryptococcus neoformans lysis via adenylate kinase release; C. neoformans lysis, adenylate kinase release luminescence, 4 h; normalised: neutral wells 0, clomiphene wells 100; lysis activity, % at 15 µM; 360,000 tested, 0.2% active; AID 651654;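 active = mean lysis activity across replicates of at least 80%, whatever share of replicates individually reach that level; inactive = mean lysis activity below 80%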
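Assay system: log-phase C. neoformans yeast / Quantity: yeast cell density of 5 × 10^6 cells/mL / Medium: fresh YPD growth medium / Compound: single dose / Timing: static 4 h at 37 °C with compound, 1 h detection / Measured by: adenylate kinase release luminescence / Read-out: lysis from increased AK signal / Benchmarks: Clomiphene as positive lysis control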
* marks the source's active call; other numbers are inactive results; . = not tested or not shown; & = joins results of further samples; [ ] = dose if it differs, or a comment.

Molecule,Statin myotox sup,esBAF inh,ERp5 block,SIRT5 block,miR-122 sensor,ARNT TACC3 PPI,Cneo AK release
COc1ccc(CN(C)C[C@@H]2Oc3ccc(NC(=O)Nc4ccccc4)cc3C(=O)N([C@H](C)CO)C[C@H]2C)cc1,-12,-6,3,2,-1[16.7 µM],-7,0
CC(=O)Nc1ccc(NC(=O)c2sc(-c3ccccc3)nc2C)cc1,-9,7,-2,0,0,-14,5
CCC(C)NC(=O)C1CCC(CNS(=O)(=O)c2ccc3c(c2)N(C(C)=O)CCO3)CC1 (configuration not stated),-8,-2,-5,1,-10,-4,0
CCOc1ccc(CC(=O)NNC(=S)Nc2ccccc2)cc1Br,30,-1,.,.,-7,8,-1
CCCCc1cc(=O)oc2cc(C)cc(OC(C)C(=O)NCc3ccccn3)c12 (configuration not stated),-30,-7,10,-22,0,10,0
COc1ccc(NC(=O)Nc2ccc3c(c2)CC(=O)N([C@@H](C)CO)C[C@H](C)[C@@H](CN(C)C(=O)Nc2c(C)noc2C)O3)cc1,-5,3,.,.,-2[16.7 µM],.,2
O=Cc1ccc(C(=O)OCC(=O)NCCC2=CCCCC2)cc1,4,-1,3,2,-3,-2,2
O=C(NCCCN=C1NS(=O)(=O)c2ccccc21)c1ccncc1,-12,0,.,.,0,1,-5
CC(=O)Nc1cccc(CNCc2cccc(NC(C)=O)c2)c1,.,.,5,-3,.,-4,.
CC1=NS(=O)(=O)NC(C)(C)C1,.,.,7,-2,.,-3,.
CCOC(=O)/C=C1\SCC(=O)N1CC(=O)NCc1cccc(Cl)c1,.,.,6,-3,.,-24,.
O=C(CCc1nc2sc3c(c2c(=O)[nH]1)CCCC3)NCC(=O)Nc1ccccc1Br,19,-3,-7,3,5,0,1
Cc1ccc(-c2[nH]ncc2C(=O)c2cccc(F)c2)c(O)c1,4,9,-1,-1,6,1,-2
Cc1nc(N2CCN(c3ccccn3)CC2)c2c(C)c(C(=O)Nc3ccc(F)cc3)sc2n1,6,5,4,.,-3,-5,.
CCOC(=O)Cc1cc(-c2ccc(F)cc2)nc2ccc3ccccc3c12,.,.,.,.,3,-7,2
COc1ccc(NC(=O)N2CCOCC2)cc1OC,-4,1,.,.,0,-7,-2
O=C1C(=O)N(CCS(=O)(=O)c2ccccc2)c2ccc(F)cc21,10,-4,-2,-3,-2,1,.
CC(C)NC(=O)NC(=O)COC(=O)CCCSc1nc2ccccc2s1,4,-7,-2,0,-2,.,3
CC(C)(C)NC(=O)CSc1n[nH]c(=O)n1-c1ccccc1,11,1,.,.,3,-2,-3
CCOC(=O)c1c(C)nc2sc3c(=O)n(-c4ccc(OC)cc4)cnc3c2c1-c1ccc(OC)cc1,9,9,.,.,-4,-7,.
NC(=Nc1ccccc1)NC(=O)c1nc(Cl)c(N)nc1N,-6,13,0,2,-2,6,-2
CC(=O)N1CCc2cc(S(=O)(=O)N3CCc4ccccc4C3)ccc21,11,-3,.,.,8,5,0
C/C(=N/NC(=O)c1ccc(C)s1)c1cccc(NC(=O)COc2ccc(Cl)cc2Cl)c1,55,-1,.,.,-2,1,.
O=C(CSc1n[nH]c(-c2ccncc2)n1)NCCc1ccccc1,8,-14,.,.,1,14,3
CCn1c(Cc2ccccc2)nnc1SCC(=O)N1CCCCC1,7,-1,.,.,-2,-1,-15
CCN(CC)C(=O)OCCc1cc2ccccc2c(=O)o1,4,0,-4,.,13,7,0
N#Cc1c(-c2ccccc2)nc(SCC(=O)N(c2ccccc2)c2ccccc2)[nH]c1=O,-6,25,-2,-2,-2,-6,0
CCCCCc1c(C)nc(Nc2ccccc2)[nH]c1=O,.,.,.,.,-2,-4,-5
CCC(c1nnnn1Cc1ccc(OC)cc1)N1CCN(c2ccc(OC)cc2)CC1 (configuration not stated),.,.,-5,-4,.,5,.
O=S(=O)(Nc1ccc(N2CCCCC2)cc1)c1ccc(F)cc1,.,.,3,-3,6,.,1
O=c1c2oc3ccccc3c2ncn1Cc1ccccc1Cl,13,40,.,.,8,-4,0
O=C(CSc1nccn1-c1ccccc1)NCc1ccc2c(c1)OCO2,.,-11,.,.,-1,6,-1
CN(C)CC(=O)Nc1ccc2c(c1)[C@@H]1C[C@H](CC(=O)N3CCCCC3)O[C@H](CO)[C@@H]1O2,2,-4,2,8,-3[16.7 µM],-2,-21
O=C(Nc1cccc(C(F)(F)F)c1)c1ccc2sc([C@H]3C[C@H](O)[C@@H](CO)O3)nc2c1,-24,6,0,0,1,.,-3
C[C@H](NC(=O)[C@H]1[C@H](CO)[C@H]2Cn3c(cccc3=O)[C@@H]1N2CCC(F)(F)F)c1ccccc1,12,-3,-3,0,.,0,-1
CCN(c1ccccc1)S(=O)(=O)c1ccc(OC)c(NC(=O)CNCCc2ccccc2)c1,-48,3,3,-1,-5,6,-3
N/C(=N/S(=O)(=O)c1ccccc1)c1cccc([N+](=O)[O-])c1,-1,-4,-1,0,66,.,0
C[C@H](CO)N1C[C@H](C)[C@@H](CN(C)CC2CCCCC2)Oc2ccc(NS(=O)(=O)c3cn(C)cn3)cc2C1=O,-10,-1,8,-1,3[16.7 µM],-6,14
O=C(CCN1CCCCC1)NCC[C@@H]1CC[C@H](NC(=O)C2CCCC2)[C@H](CO)O1,2,-2,0,-1,.,-2,-3
CCN(Cc1ccncc1)C(=O)CCc1ccccc1,6,-5,5,-1,-3,-9,0

11 successive entries already listed, quoted:
Molecule,Statin myotox sup,esBAF inh,ERp5 block,SIRT5 block,miR-122 sensor,ARNT TACC3 PPI,Cneo AK release
O=S(=O)(Nc1ccc(N2CCCCC2)cc1)c1ccc(F)cc1,.,.,3,-3,6,.,1
O=c1c2oc3ccccc3c2ncn1Cc1ccccc1Cl,13,40,.,.,8,-4,0
O=C(CSc1nccn1-c1ccccc1)NCc1ccc2c(c1)OCO2,.,-11,.,.,-1,6,-1
CN(C)CC(=O)Nc1ccc2c(c1)[C@@H]1C[C@H](CC(=O)N3CCCCC3)O[C@H](CO)[C@@H]1O2,2,-4,2,8,-3[16.7 µM],-2,-21
O=C(Nc1cccc(C(F)(F)F)c1)c1ccc2sc([C@H]3C[C@H](O)[C@@H](CO)O3)nc2c1,-24,6,0,0,1,.,-3
C[C@H](NC(=O)[C@H]1[C@H](CO)[C@H]2Cn3c(cccc3=O)[C@@H]1N2CCC(F)(F)F)c1ccccc1,12,-3,-3,0,.,0,-1
CCN(c1ccccc1)S(=O)(=O)c1ccc(OC)c(NC(=O)CNCCc2ccccc2)c1,-48,3,3,-1,-5,6,-3
N/C(=N/S(=O)(=O)c1ccccc1)c1cccc([N+](=O)[O-])c1,-1,-4,-1,0,66,.,0
C[C@H](CO)N1C[C@H](C)[C@@H](CN(C)CC2CCCCC2)Oc2ccc(NS(=O)(=O)c3cn(C)cn3)cc2C1=O,-10,-1,8,-1,3[16.7 µM],-6,14
O=C(CCN1CCCCC1)NCC[C@@H]1CC[C@H](NC(=O)C2CCCC2)[C@H](CO)O1,2,-2,0,-1,.,-2,-3
CCN(Cc1ccncc1)C(=O)CCc1ccccc1,6,-5,5,-1,-3,-9,0

(list continues)
Molecule,Statin myotox sup,esBAF inh,ERp5 block,SIRT5 block,miR-122 sensor,ARNT TACC3 PPI,Cneo AK release
C[C@@H]1CN([C@H](C)CO)C(=O)c2cc(-c3cccc(F)c3)cnc2O[C@@H]1CN(C)C(=O)c1ccccn1,2,2,2,-10,-7[16.7 µM],-2,0
CC1(C)CC(N(Cc2ccccc2)C(=O)Cc2ccccc2)CCO1 (configuration not stated),0,13,-12,0,-1,-12,0
COc1ccc(NC(=O)N(C)C[C@@H]2OCCCC[C@H](C)Oc3ccc(NC(=O)c4ccncc4)cc3C(=O)N([C@H](C)CO)C[C@@H]2C)cc1,.,1,.,.,3[16.7 µM],9,-9
CCCCNC(=O)C1(C)CCCCN1C(=O)c1cc2ccccc2s1 (configuration not stated),8,2,3,.,1,.,1
CCNC(=O)C1(C)CCN(C(=O)c2c(F)cccc2F)C1 (configuration not stated),13,-1,4,-7,.,.,3
CN1C(=O)c2cc(NC(=O)c3cccc(F)c3)ccc2OC[C@H]2O[C@H](CC(=O)NC3CCC3)CC[C@H]21,1&-4,1&6,.,.,-10&-70[16.7 µM],-3,-1&6
COc1ccc2[nH]c(O)c(N=NC(=O)c3ccc(NS(=O)(=O)c4cccs4)cc3)c2c1,-38,44*,2,-5,-2,-2,-3
O=C(CCCN1C(=O)c2cccc3cccc(c23)C1=O)NCc1cccs1,.,.,-2,-7,.,4,.
O=C(Cc1ccc(NC(=O)C2CCN(C(=O)c3ccccc3)CC2)cc1)Nc1ccc(C(=O)N2CCOCC2)cc1,-1,-2,-12,1,-3,-6,2
Cc1c(C(=O)NCc2ccccn2)oc2ccccc12,0,36,.,.,1,0,-5
CC(C)(C)N1OC2CC1c1nc3ccccc3n1C2 (configuration not stated),3,-6,5,.,-6,-2,1
CCN1CCN(c2nc(C)c3c(n2)CCCC3=O)CC1,0,-5,.,.,7,-4,1
CCOC(=O)Cc1c(C)nc2cc(-c3ccc(C)cc3)[nH]n2c1=O,-15,24,.,.,-3,-1,-3
CCCCOC(=O)C1Cc2ccccc2C(=O)O1 (configuration not stated),3,-3,.,.,-5,-9,0
COC(=O)C1=C[C@@H](C(=O)OC)[C@@H]2C3=C(C(=O)C2(C)C)[C@H](C)n2c(=O)n(-c4ccccc4)c(=O)n2[C@@H]3C1,-8,-4,4,0,.,.,-1
COc1ccc(/C=N/NC(=O)c2ccc(CSc3nc(C)cc(C)n3)cc2)c(OC)c1OC,.,.,2,2,.,1,.
CC(=O)N/C(=C\c1ccccc1)C(=O)OCc1cc(C)ccc1C,3,-1,3,0,.,1,-2
CC(=O)Nc1ccc(-c2ccnc3c2CC(C)(C(=O)Nc2ccc(F)c(Cl)c2)O3)cc1 (configuration not stated),14,9,-3,1,-1,.,-2
COc1ccc(-n2cc(C(=O)c3cc4ccccc4oc3=O)c(C(C)=O)n2)cc1,3,8,.,.,7,-6,-4
CCn1c(SCC(=O)c2[nH]c(C)c(C(C)=O)c2C)nnc1-c1cccs1,-7,2,.,.,21,0,0
COc1ccc(-n2cnnc2SCC(=O)N(C)C2CCS(=O)(=O)C2)cc1 (configuration not stated),5,-3,.,.,-2,8,-6
CCOCC(=O)N1CCN(c2cccc(Cl)c2)CC1,-8,1,-6,6,-4,-9,6
COCCNC(=O)C1CCCN(Cc2cccc(C(F)(F)F)c2)CC1 (configuration not stated),3,-5,0,.,-6,.,3
CO[C@H]1CN(C)C(=O)c2ccc(NC(=O)C3CCC3)cc2OC[C@@H](C)N(Cc2nccs2)C[C@@H]1C,-5,5,0,0,2[16.7 µM],-7,-2
CC(C)N(C(=O)Cn1cc(SCC(=O)N2CCCC2)c2ccccc21)C(C)C,.,.,2,2,.,-13,.
O=C(COC(=O)CCc1nc2ccccc2c(=O)[nH]1)Nc1ccccc1,4,-14,0,-3,-5,-2,-2
COCCNc1nnc(SCC(=O)NC(=O)c2ccc(Cl)cc2)s1,8,-4,-2,-7,-12,3,-2
COc1ccccc1NC(=O)CCN1C(=O)c2ccccc2S1(=O)=O,.,.,-6,2,.,-14,.
CCC1C(=O)C(CC)C(c2ccccc2)NC1c1ccccc1 (configuration not stated),-8,-7,-1,-4,-8,-13,3
CO[C@H]1CN(C)C(=O)c2cc(NC(=O)C3CC3)ccc2OC[C@H](C)N(Cc2cc(F)ccc2F)C[C@@H]1C,-3,5,-1,-1,.,-9,60
O=C(Cn1c(=O)sc2ccccc21)Nc1ccccc1C(=O)O,11,-2,.,.,9,-3,0

Assay outcomes (PubChem BioAssay)

Not a hit list; about 4% have a hit in one of these screens.
